Bioassay records (PubChem)
L3MBTL1 inh: L3MBTL1 (human) inhibition; Q9Y468; AlphaScreen L3MBTL1–H3K9me1 peptide binding; Potency, µM (doses to about 57.1 µM), for inactives: at the top dose activity, negative = inhibition, hits mostly inhibitors; 230,000 tested, 0.66% active; further: on the % scale 0 is the no-effect control and ±100 the full control effect; nearly all actives have a fitted effect of over 60% in size
Target sequence (Q9Y468 whole entry, looked up): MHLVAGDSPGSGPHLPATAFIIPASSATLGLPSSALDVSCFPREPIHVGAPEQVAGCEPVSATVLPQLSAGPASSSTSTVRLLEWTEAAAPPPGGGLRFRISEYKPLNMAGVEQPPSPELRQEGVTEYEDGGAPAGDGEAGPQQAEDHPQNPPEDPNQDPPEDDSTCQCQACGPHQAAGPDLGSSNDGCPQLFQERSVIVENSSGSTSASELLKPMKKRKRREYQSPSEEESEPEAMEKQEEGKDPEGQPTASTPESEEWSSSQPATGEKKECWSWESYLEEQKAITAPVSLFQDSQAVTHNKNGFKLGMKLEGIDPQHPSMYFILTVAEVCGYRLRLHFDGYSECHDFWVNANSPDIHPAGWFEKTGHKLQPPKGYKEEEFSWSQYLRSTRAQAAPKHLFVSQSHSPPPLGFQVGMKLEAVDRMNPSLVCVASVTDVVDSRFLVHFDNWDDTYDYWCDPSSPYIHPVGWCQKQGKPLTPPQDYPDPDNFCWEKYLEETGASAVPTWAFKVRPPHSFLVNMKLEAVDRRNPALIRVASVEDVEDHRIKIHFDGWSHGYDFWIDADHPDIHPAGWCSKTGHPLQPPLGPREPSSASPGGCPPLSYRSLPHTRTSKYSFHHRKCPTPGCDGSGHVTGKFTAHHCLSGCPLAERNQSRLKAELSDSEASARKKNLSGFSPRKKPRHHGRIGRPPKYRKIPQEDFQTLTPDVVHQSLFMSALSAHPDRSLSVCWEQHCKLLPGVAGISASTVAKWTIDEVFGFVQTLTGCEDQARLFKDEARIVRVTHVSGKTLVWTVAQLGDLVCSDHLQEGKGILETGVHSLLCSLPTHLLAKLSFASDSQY
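L3MBTL1 50 nM + b-AHA-H3(1-15)K9me1 75 nM, 30 min RT; compound added, 30 min RT; streptavidin donor/Ni-chelate acceptor beads 10 ug/mL each final, 30 min RT dark; AlphaScreen read.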
TRb-SRC2 inh: inhibitors of human thyroid hormone receptor beta-SRC2 interaction. P10828. TRbeta-SRC2 peptide binding, fluorescence polarization; receptor liganded with 1 µM T3. Potency, µM (top dose mostly 106 µM), for the others: at the top dose activity change, negative = inhibition, hits mostly inhibitors. 280,000 tested, 0.065% active;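 further: plate controls were bound peptide for no effect and peptide without receptor for full effect; nearly all actives have a fitted effect of over 50% in size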
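Read-out is fluorescence polarization (555 nm excitation, 632 nm emission) of a Texas Red SRC2 coactivator peptide; loss of signal reflects blocked binding to human TRb ligand-binding domain in the presence of 1 uM T3.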
TR SRC2 fluor cs: counter-screen for TRb-SRC2 inhibitors: fluorescence interference; TRb/SRC2 Texas Red total fluorescence interference; Potency, µM (titrated, usually from 106 µM), inactives show at the highest dose fluorescence change, negative = quenching; 280,000 tested, 0.29% active; active means well fitted curve in either direction with a large enough effect; inconclusive means small, poorly fitted or top-dose-only effect; further: on the % scale 0 is the no-effect control and ±100 the full control effect
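Human TRb ligand-binding domain at 0.6 uM with 20 nM Texas Red SRC2 peptide in Tris buffer containing 1 uM T3 and 5% DMSO, incubated with compound 5 h at ambient temperature. Total fluorescence (555/632 nm) calculated as parallel + 2 × perpendicular.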
RECQ1 helicase: RECQ1 (human) helicase inhibition | 240,000 tested, 0.54% active | Potency, µM (top dose mostly 57.3 µM), without a hit: top-dose activity, negative = inhibition, hits mostly inhibitors | AID 2549 | RECQ1 DNA unwinding, red fluorescence kinetic read | P46063;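 further: plate controls were vehicle for no effect and no enzyme for full effect; nearly all actives have a fitted effect of over 30% in size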
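50 nM RECQ1T1 preincubated 15 min with compound in Tris pH 8.0 buffer with MgCl2, DTT, Tween-20 and 2.5 ug/ml poly(dI-dC); started with 200 nM TAMRA/BHQ-2 forked duplex and 2 mM ATP. Unwinding read as fluorescence (525/598 nm), two reads 2 h apart.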
HTT cytoprotect: Huntington cell model cytoprotection by ATP luminescence. PC12 HTT-Q103 induced, cytoprotection, ATP luminescence, 40 h. Potency, µM (doses to about 56.4 µM), inactives show cytoprotection (ATP increase), most hits filed as activators. 230,000 tested, 0.14% active. AID 1471;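 further: % of control where 0% means no effect; nearly all actives have a fitted effect of over 45% in size; toxic huntingtin expression switched on by the ecdysone agonist tebufenozide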
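Compounds added alongside 100 nM tebufenozide, which induces toxic Q103 huntingtin exon 1-GFP in stable PC12 cells; surviving cells quantified by luminescent ATP measurement. Medium: phenol red-free DMEM, 5% equine and 5% calf serum.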
Tau fluor counter: counter-screen for tau fibril formation inhibitors | tau K18 P301L Alexa594 fluorescence, heparin fibrillization | Potency, µM (top dose mostly 57.7 µM), for the others: at the top dose activity change, negative = decrease | 280,000 tested, 0.93% active | AID 1463; further: on the % scale 0 is the no-effect control and ±100 the full control effect; nearly all actives have a fitted effect of over 55% in size
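Human K18 P301L tau (15 uM unlabeled plus 0.24 uM Alexa 594-labeled, final) in 100 mM sodium acetate pH 7 was mixed with compound and 20 uM heparin and incubated 6 hr at 37 C.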
Tau FP inhib: tau fibrillization inhibition (FP); P10636; K18 P301L tau heparin fibrillization, Alexa594 FP, 6 h; Potency, µM (titrated, usually from 57.7 µM), inactives show at the highest dose activity, negative = inhibition, usual class: inhibitors; 280,000 tested, 0.39% active; AID 1468; further: on the % scale 0 is the no-effect control and ±100 the full control effect; nearly all actives have a fitted effect of over 55% in size
Target sequence (P10636 561-689 P618L limits assumed): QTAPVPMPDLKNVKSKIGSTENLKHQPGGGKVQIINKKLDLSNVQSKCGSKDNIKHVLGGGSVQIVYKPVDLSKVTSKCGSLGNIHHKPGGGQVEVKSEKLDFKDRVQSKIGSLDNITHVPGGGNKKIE
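Steps: dispense K18 P301L tau (15 uM plus 0.24 uM Alexa 594 tracer, final) in pH 7 sodium acetate; add compound; add heparin (20 uM final); incubate 6 hr, 37 C; add ThT (30 uM final); after 1 hr ambient, read FP.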
Tau ThT inhib: blocks human tau fibril formation measured by thioflavin T; P10636; recombinant tau K18 P301L (four-repeat tau fragment), heparin-induced fibrillization, ThT fluorescence; Potency, µM (top dose mostly 57.4 µM), inactives show at the highest dose activity, negative = inhibition, actives largely listed as inhibitors; 270,000 tested, 2.1% active; further: on the % scale 0 is the no-effect control and ±100 the full control effect; nearly all actives have a fitted effect of over 55% in size
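Aggregation was driven by heparin (20 uM final) acting on recombinant tau […] bearing P301L in 100 mM sodium acetate pH 7; fibrils were detected with Thioflavin T.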
The depositor's hits bear a star; i = inactive; ? = inconclusive; · = not tested or not shown; [ ] = another dose, or the depositor's remark. Unless noted, the call rests on the fitted dose curve; in most records, active means well fitted curve in the direction sought with a large enough effect; inconclusive means small, poorly fitted or top-dose-only effect, or another doubt; inactive means no such curve, though single readings can be large; an effect the other way counts as inactive or inconclusive. Potency means the concentration at half of the fitted maximal effect. The list is partial; count on the stated rates, not on these rows.

SMILES	L3MBTL1 inh	TRb-SRC2 inh	TR SRC2 fluor cs	RECQ1 helicase	HTT cytoprotect	Tau fluor counter	Tau FP inhib	Tau ThT inhib
Cc1ccc(C2(c3noc(CN4CCC(c5ccncc5)CC4)n3)CCCC2)cc1	-18%	-6%[53 µM]	1%[53 µM]	-14%	-1%[10 µM]	-5%	2%	-18%
CC(C)CC(=O)NC(=S)Nc1nc(-c2ccccc2)cs1	-3%	3%	4%	-4%	-16%[10 µM]	1%	-2%	6%
COc1ccc(OC)c(NC(=O)c2ccc3c(c2)c(C)c(C)n3Cc2ccc(F)cc2)c1	·	10%	-1%	·	·	?	6%	-9%
Cc1nnc2n1NC(c1ccc(Cl)cc1)C(C(=O)N(C)C1CCCCC1)S2 (centres undefined)	2%	-2%	4%	3%	4%[10 µM]	1%	1%	-1%
COc1cccc(C(=O)N2CCN=C2SCc2cccnc2)c1OC	·	-10%	-3%	-5%	0%	-3%	1%	-10%
COc1ccccc1C1C=C(c2ccc(C)cc2)Nc2nnnn21 (centres undefined)	-1%	7%	0%	i	-4%[0.074 µM]	-6%	7%	-1%
FC(F)(F)c1cccc(Oc2ccc3c(C(F)(F)F)cc(C(F)(F)F)nc3n2)c1	-5%	-7%	-2%	-12%	12%	-4%	-17%	-6%
O=c1[nH]c(SCc2nc3c(cnn3-c3ccccc3)c(=O)[nH]2)nc2ccccc12	-3%	6%	3%	-3%	-59%[inhibitor]	-26%	?	-16%
Cn1c(=O)cc(SCC(=O)N2CCCC2)c2cc(Cl)ccc21	·	-4%	-4%	i	-14%	7%	0%	3%
Cc1cc(OC(=O)c2ccco2)c(Sc2ccccc2[N+](=O)[O-])c(=O)o1	0%	-2%	0%	i	12%[10 µM]	0%	2%	-8%
O=C(Nc1ccc(S(=O)(=O)Nc2nccs2)cc1)C1CCCCC1	1%	-8%	-2%	-3%	-5%	-2%	-4%	-5%
Cc1[nH]c2ccccc2c1/C=N/Nc1nc(Nc2ccc(F)cc2)nc(N2CCOCC2)n1	?	9%	-3%	-1%	·	32µM*[quencher]	?	28µM*
CCn1c(COc2ccc(C)cc2)nnc1SCC(=O)C(C)(C)C	2%	2%	-3%	-12%	-18%[0.074 µM]	-2%	4%	-10%
COc1ccccc1NC(=O)CSc1ncn(-c2ccccc2)n1	·	5%	2%	-9%	-8%	-10%	-9%	-1%
CCOC(=O)CN1C(=O)N[C@@H](CCc2ccccc2)[C@H](C(=O)OC)[C@H]1C	·	-3%[11.2 µM]	-6%[11.2 µM]	i[11.5 µM]	2%[10 µM]	-19%[11.6 µM]	-3%[11.6 µM]	-13%[11.5 µM]
COc1ccc(Cl)cc1NC(=O)c1cc2nc(-c3ccc(C)cc3)cc(C(F)(F)F)n2n1	·	6%	-17%	·	·	-19%	-7%	?
COc1ccc(Cn2c(=O)sc3ccccc32)cc1OC	1%[11.4 µM]	-2%	3%	i	20%[10 µM]	-5%	-5%	-8%
O=C(NCc1ccco1)C1(c2ccccc2)CCCC1	-1%	2%	1%	-1%	-10%	0%	6%	1%
COC(=O)N1CCN(c2ccc(Cl)c(Cl)c2)CC1	-10%	-4%	-2%	3%	12%[0.074 µM]	-9%	6%	?
COc1ccccc1CCNC(=O)C(=O)NCC(c1ccco1)S(=O)(=O)c1cccs1 (centres undefined)	·	3%	0%	·	·	-10%	-4%	0%
Fc1ccc(C2=Nn3c(nnc3-c3n[nH]c4c3CCC4)SC2)cc1	5%	-2%	0%	-9%	-59%[inhibitor][0.074 µM]	-1%	-4%	-14%
COC(=O)c1[nH]c2ccc(Br)cc2c1NC(=O)Oc1ccccc1	-8%	-4%	-1%	2%	-4%	?	-8%	16µM*
CCOC(=O)c1cc(=O)cc(C(=O)OCC)o1	2%	-4%	-2%	12%	3%	5%	-1%	-3%
COCc1cc(=O)[nH]c(-c2ccc(C(F)(F)F)cc2)n1	7%	3%	-1%	21%	-4%[10 µM]	8%	6%	-2%
COc1ccc(C)cc1NC(=O)NCc1ccc(F)cc1	-2%[2.29 µM]	-4%	-2%	i	-36%	-18%	0%	-8%

Overlap with the part before: 4 entries; new compounds follow.
SMILES	L3MBTL1 inh	TRb-SRC2 inh	TR SRC2 fluor cs	RECQ1 helicase	HTT cytoprotect	Tau fluor counter	Tau FP inhib	Tau ThT inhib
COC(=O)c1[nH]c2ccc(Br)cc2c1NC(=O)Oc1ccccc1	-8%	-4%	-1%	2%	-4%	?	-8%	16µM*
CCOC(=O)c1cc(=O)cc(C(=O)OCC)o1	2%	-4%	-2%	12%	3%	5%	-1%	-3%
COCc1cc(=O)[nH]c(-c2ccc(C(F)(F)F)cc2)n1	7%	3%	-1%	21%	-4%[10 µM]	8%	6%	-2%
COc1ccc(C)cc1NC(=O)NCc1ccc(F)cc1	-2%[2.29 µM]	-4%	-2%	i	-36%	-18%	0%	-8%
Cc1nn(-c2ccccc2)c(-n2cccc2)c1C(=O)NCCc1ccc(Cl)cc1	·	-2%	0%	·	·	-6%	11%	-17%
Cc1ccc(CN2CCN(Cc3ccc(Oc4ncccn4)cc3)CC2CCO)cc1 (centres undefined)	-2%	8%	-2%	i	-5%[10 µM]	5%	4%	1%
CC(=O)OC[C@@H]1O[C@H](CCON=C(C)C)C=C[C@@H]1OC(C)=O	·	1%[11.2 µM]	1%[11.2 µM]	-1%[11.5 µM]	-34%[inhibitor][10 µM]	?	-4%[11.6 µM]	?
CCc1ccc(CNC(=O)C(C)n2ccc3cc(S(=O)(=O)N4CCCCCC4)ccc32)cc1 (centres undefined)	·	-2%	1%	·	·	-14%	0%	4%
On1c(-c2ccccc2)nc2ccc(Cl)cc21	2%	-8%	-2%	i	-15%	-2%	4%	-11%
Cc1ccc(-c2cc(C(=O)N(Cc3ccc(C(C)(C)C)cc3)Cc3ccco3)no2)cc1	·	2%	5%	·	·	-21%	-11%	-7%
CCN(CC)c1ccc(/C=c2/sc3nnc(-c4ccccc4C)n3c2=O)cc1	·	14%	19%	-8%	-8%[10 µM]	-10%	5%	?
Cc1nc2ccccc2c(=O)n1NC(=O)CCC(=O)O	-4%[11.4 µM]	-5%	-1%	-3%	-22%	-1%	4%	-9%
COc1ccc2cc(C(=O)C3CCCN(Cc4cccc(C)n4)C3)ccc2c1 (centres undefined)	-30%	-7%	-2%	-1%	1%[10 µM]	-12%	1%	-14%
O=c1c2cc(N3CCOCC3)ccc2[nH]c(=S)n1CCc1ccccc1	·	-5%	-8%	-5%	-27%	?	11%	-9%
COc1cccc(N2CCN(C(=S)NCCc3ccccc3)CC2)c1	-16%	-4%	-4%	-6%	-1%[10 µM]	-29%	6%	?
COCCn1nnnc1CN(Cc1cccnc1)Cc1cc2cc(OC)ccc2[nH]c1=O	-3%	2%	-3%	i	-14%	-5%	-2%	-7%
Cc1ccccc1C(=O)Nc1nnc(CC(=O)N/N=C/c2ccncc2)s1	10%	-9%	-1%	-12%	13%[10 µM]	-7%	-2%	-5%
COc1ccc(CCN2C(=S)NC3CC2(C)Oc2ccc([N+](=O)[O-])cc23)cc1OC (centres undefined)	·	-7%	-3%	-7%	-81%[inhibitor]	?	-8%	?
CC(=O)NCCc1nc2ccccc2n1Cc1ccc(C)cc1	·	-8%	-1%	-4%	-4%	-6%	-6%	-4%
COc1cc(C(=O)NCC(=O)OCC(=O)Nc2ncc(Cl)cc2Cl)cc(OC)c1OC	4%	-10%	-2%	-10%	-11%[10 µM]	-1%	-3%	-7%
CCN(CC)c1ccc(NC(=O)Cn2cc3c(n2)CCCC3)c(C)c1	·	6%	-2%	·	·	-20%	9%	-14%
C/C(=N\NC(=O)c1ccc(Cl)c(S(=O)(=O)Nc2ccccc2Cl)c1)c1ccncc1	-4%	3%	2%	-7%	19%[10 µM]	-6%	3%	-9%
COc1ccc(F)cc1S(=O)(=O)N1CCN(Cc2ccc3c(c2)OCO3)CC1	·	4%	2%	i	10%	-1%	4%	4%
Cc1cccc(N2CCN(C(=O)C3CCN(S(=O)(=O)N4CCOCC4)CC3)CC2C)c1 (centres undefined)	·	-2%	0%	-9%	-14%	-10%	3%	-18%
COc1ccc(Cn2c(CCC(=O)N3CCN(c4ccccn4)CC3)nc3ncccc3c2=O)cc1	-4%	-12%	1%	-11%	-5%	-15%	11%	-20%
Cc1cc(SCC(=O)OC/C(O)=C(\C#N)c2nc3ccccc3[nH]2)c(C)cc1Br	5%	0%	0%	i	0%[10 µM]	-21%	5%	?
C/C=C(\C)C(=O)O[C@H]1CC(C)=C2C(=O)C=C(C)C2[C@@H]2OC(=O)[C@@](C)(OC(=O)C=C(C)C)C21 (some centres undefined)	·	2%	0%	-5%	12%	2%	0%	9%
CCOc1ccc(NC(=O)c2ccccc2CO)cc1	·	-14%	3%	-5%	-39%[inhibitor]	-9%	5%	-11%
O=C(Nc1ccc(Cn2cccn2)cc1)c1ccc(COc2ccccc2Br)cc1	5%	0%	-5%	-16%	-41%[inhibitor]	?	-19%	12%
O=C(COc1ccccc1[N+](=O)[O-])Nc1ccc(CN2CCOCC2)cc1	0%	1%	0%	i	·	-5%	3%	-3%
Cc1ccc(S(C)(=O)=NS(=O)(=O)c2cccc3nsnc23)cc1 (centres undefined)	-8%	-4%	-2%	-2%	-20%[10 µM]	-14%	-10%	-9%
CCCC1=C(C(=O)OCC)C(c2ccccc2OCC)NC(=O)N1C (centres undefined)	-11%	-2%	0%	13%	20%	-7%	1%	-9%
CC1=C/C(=N\NC(=O)c2ccc(O)cc2)CC1	9%	-1%	-1%	-10%	7%[10 µM]	-15%	-1%	-12%
N#Cc1c(NC(=O)C2CC(c3ccccc3Cl)=NO2)sc2c1CCC2 (centres undefined)	-7%	-6%	-1%	-9%	3%	-22%	-2%	-13%
